ABHD5-PLIN5 inh: blocks binding of human ABHD5 to perilipin-5 | Split G. princeps luciferase complementation, luminescence, 4 h | inhibition, % at 4 µM | 360,000 compounds, 0.78% hits | AID 602281;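 active = inhibition above the mean inhibition across every tested compound plus 3 SD, cut at about 22% in these data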;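 also: 0% = DMSO only wells and the 100% control is not disclosed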
TWEAK Fn14 block: blocks TWEAK-Fn14 interaction in a reporter cell assay | TWEAK-stimulated Fn14 reporter cells, luciferase luminescence, 8 h | inhibition, % at 10 µM | 360,000 compounds, 2% hits | AID 1159606; in the data active = inhibition above about 50%
NOD2-RIPK2 inh: inhibitors of human NOD2-RIPK2 interaction | 360,000 compounds, 0.38% hits | inhibition, % at 4.98 µM | CHO BLA complementation NOD2-RIPK2, CCF4 ratio; in the data active = inhibition above about 21%;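 also: 0% = vehicle only and 100% = reference blocker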
NCOA2 inhibitor: inhibits human steroid receptor coactivator 2 | Q15596 | inhibition, % at 9 µM | HEK293 GAL4-SRC2 luciferase reporter, luminescence | 370,000 compounds, 0.17% hits;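 active = inhibition above the mean inhibition of all tested compounds plus 3 SD, set per campaign, cut at about 52% in these data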;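 also: 0% = DMSO treated cells and 100% = cells given Gossypol at 36 µM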
LRH-1 inv ag: suppresses constitutive activity of human LRH-1; HEK293T StAR-luciferase reporter, LRH-1 transfected, 24 h; inhibition, % at 3.6 µM; 360,000 compounds, 0.13% hits;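 active = inhibition above the mean inhibition of all tested compounds plus 3 SD, cut at about 73% in these data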;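 also: 0% = DMSO wells and 100% = reporter-only cells lacking LRH-1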
Target sequence (O00482 whole entry, looked up): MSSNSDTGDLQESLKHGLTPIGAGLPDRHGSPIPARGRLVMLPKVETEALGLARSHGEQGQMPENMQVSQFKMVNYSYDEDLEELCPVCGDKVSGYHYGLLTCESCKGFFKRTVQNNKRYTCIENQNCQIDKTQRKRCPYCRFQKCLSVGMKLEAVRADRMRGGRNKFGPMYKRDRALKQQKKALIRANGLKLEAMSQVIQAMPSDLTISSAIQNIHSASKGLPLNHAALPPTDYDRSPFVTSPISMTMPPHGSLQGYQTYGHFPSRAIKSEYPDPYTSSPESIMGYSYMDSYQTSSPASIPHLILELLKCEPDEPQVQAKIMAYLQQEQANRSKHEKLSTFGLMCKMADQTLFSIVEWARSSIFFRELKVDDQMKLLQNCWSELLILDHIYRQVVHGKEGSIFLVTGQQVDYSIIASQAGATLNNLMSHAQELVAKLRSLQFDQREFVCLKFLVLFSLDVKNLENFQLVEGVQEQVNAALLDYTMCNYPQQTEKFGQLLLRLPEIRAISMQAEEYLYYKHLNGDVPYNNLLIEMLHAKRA
COUP-TFII inh: inhibitors of human COUP-TFII (NR2F2) | HEK293T NGFI-A luciferase reporter, luminescence | inhibition, % at 8.6 µM | 370,000 compounds, 0.7% hits | AID 686940;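 active = inhibition above a per-plate cutoff, mean inhibition of test wells between control levels plus 3 SD, cut at about 38% in these data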;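 also: cells cotransfected with COUP-TFII expression vector driving the NGFI-A reporter; 0% = median of COUP-TF2 test wells and 100% = reporter-only cells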
Target sequence (P24468 whole entry, looked up): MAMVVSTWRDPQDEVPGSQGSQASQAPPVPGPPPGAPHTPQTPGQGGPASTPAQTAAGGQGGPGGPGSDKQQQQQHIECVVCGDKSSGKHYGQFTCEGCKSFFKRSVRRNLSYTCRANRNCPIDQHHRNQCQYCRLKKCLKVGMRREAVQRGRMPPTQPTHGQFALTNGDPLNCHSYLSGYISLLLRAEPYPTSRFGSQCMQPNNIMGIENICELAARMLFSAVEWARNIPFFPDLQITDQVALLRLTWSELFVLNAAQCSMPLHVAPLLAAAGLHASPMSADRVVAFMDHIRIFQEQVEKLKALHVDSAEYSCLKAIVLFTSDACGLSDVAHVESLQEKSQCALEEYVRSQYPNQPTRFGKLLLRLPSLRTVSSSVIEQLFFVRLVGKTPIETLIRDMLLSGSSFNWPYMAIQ
SRC1 inh: inhibitors of human steroid receptor coactivator 1 (SRC1); HEK293 GAL4-SRC1 luciferase reporter, luminescence; inhibition, % at 3.6 µM; 360,000 compounds, 0.12% hits; Q15788;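 active = inhibition above the campaign mean plus 3 SD, with each screening campaign given its own cutoff, cut at about 60% in these data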;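 also: 0% = DMSO treated cells and 100% = gossypol at 36 µM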
TLR9-MyD88 block: blocks human TLR9 binding to MyD88; Q9NR96+Q99836; CHO BLA complementation TLR9-MyD88, CCF4 FRET ratio; inhibition, % at 4.98 µM; 340,000 compounds, 0.21% hits; AID 504734;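 active = inhibition above the mean over all tested compounds plus 3 SD, cut at about 21% in these data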;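 also: 0% = DMSO only wells and 100% = clavulanate BLA inhibitor control wells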
Exocytosis inh: blocks lytic granule exocytosis. 360,000 compounds, 0.66% hits. inhibition, % at 10 µM. TALL-104 LAMP-1 surface exposure, flow cytometry; cells stimulated with thapsigargin and PMA. AID 651702;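 active = inhibition above about 55%, limit read from the data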
TROY NFkB inh: TROY signaling inhibition; Q293 LMP1-TROYcd NF-kB luciferase reporter, 4 h; inhibition, % at 10 µM; 360,000 compounds, 0.98% hits; AID 1347056;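 active = compounds whose plate-normalised and pattern-corrected inhibition of the luciferase reporter signal at the single screening dose is 50% or more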
NCOA3 inh: inhibitors of human steroid receptor coactivator 3 (SRC3) | HEK293 GAL4-SRC3 luciferase reporter, luminescence | inhibition, % at 3.6 µM | Q9Y6Q9 | 360,000 compounds, 0.17% hits;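 active = inhibition above a per-campaign cutoff, the mean of all compounds plus 3 SD, cut at about 60% in these data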;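 also: 0% = DMSO-treated cells and 100% = gossypol-treated cells at 36 µM; higher means less SRC3-driven luciferase light from the GAL4 reporter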
* hit, by the source's call; . = no result given. A portion of the library; the hit share may differ from the screen's.

SMILES | ABHD5-PLIN5 inh | TWEAK Fn14 block | NOD2-RIPK2 inh | NCOA2 inhibitor | LRH-1 inv ag | COUP-TFII inh | SRC1 inh | TLR9-MyD88 block | Exocytosis inh | TROY NFkB inh | NCOA3 inh
CCC(C)c1ccc(O)c(NC(=S)NC(=O)c2cccnc2)c1 (stereo not given) | -2 | 10 | 0 | -7 | -6 | -30 | -19 | -1 | -1 | -10 | -5
c1ccc(-c2nn3c(C4CCCCC4)nnc3s2)cc1 | 1 | 6 | -12 | -13 | 6 | 6 | -12 | 4 | 0 | -1 | 2
CCCC(C)NC(=O)c1cccc(Oc2ccccc2)c1 (stereo not given) | 7 | -17 | -6 | -46 | -49 | -36 | -16 | 3 | 0 | -50 | -28
Cc1ccc(/C=C2\SC(=S)N(CCCC(=O)Nc3cccnc3)C2=O)cc1 | -3 | 27 | -15 | . | 11 | . | 22 | -6 | 10 | 15 | 28
Cc1ccc(-c2nc(CS(=O)(=O)CC(=O)NCCCN3CCOCC3)c(C)o2)cc1 | 14 | 35 | 6 | -9 | -7 | 1 | -11 | -5 | 0 | -36 | 7
CCN(CC(=O)Nc1ccc2c(c1)OCCO2)C(=O)CCOc1ccccc1 | 9 | -1 | 0 | 13 | -15 | -6 | -2 | -5 | -3 | -12 | -13
COCc1cc(=O)n2[nH]c(-c3ccco3)cc2n1 | -2 | 0 | 1 | -12 | 3 | 4 | -11 | -2 | 0 | 40 | 6
CN(C)c1ccc(-c2nnn(CC(=O)N3c4ccccc4CCc4ccccc43)n2)cc1 | -6 | 16 | -4 | 2 | 5 | 13 | 10 | -1 | -6 | 0 | 12
COCCNc1c2c(c(C#N)c3nc4ccccc4n13)CCCC2 | 0 | 7 | -3 | -3 | 27 | 7 | 16 | 0 | 1 | 15 | 21
CC1=C(C#N)S(=O)(=O)C(C#N)C(c2ccccc2)C1 (stereo not given) | -1 | -11 | -6 | -1 | 7 | 0 | 1 | . | 3 | -3 | 3
CSc1ccccc1NC(=O)COc1ccc(S(=O)(=O)N2CCCC2)cc1 | -2 | 0 | 4 | -2 | 15 | -2 | -30 | 7 | -4 | 5 | 4
Oc1ccc(N=Cc2cc(Br)c(N3CCOCC3)o2)cc1 | 14 | 0 | -1 | 1 | 5 | 2 | -2 | -3 | 4 | 3 | 9
NC(=O)c1nnn(-c2ccccc2)c1N | -5 | 3 | -4 | 0 | 14 | 11 | 12 | 1 | -1 | -14 | 10
NC(c1csc(NC(=O)Nc2cccc(C(F)(F)F)c2)n1)C1CCCCC1 (stereo not given) | -2 | 0 | 0 | 21 | 2 | 0 | -1 | . | -6 | 18 | -12
Cc1ccc(N2C(=O)c3ccccc3C2=O)cc1Cl | 3 | 15 | -5 | -24 | 4 | 6 | -23 | 7 | -1 | -43 | -16
CCOC(=O)C1CCCN(C(=O)c2cccc(S(=O)(=O)N(Cc3ccccc3)c3ccccc3OC)c2)C1 (stereo not given) | -6 | 5 | 1 | -9 | 10 | 32 | -1 | 3 | 6 | -3 | 10
Cn1c(CN2CCOCC2)nnc1SCC(N)=O | -4 | 9 | -1 | 2 | -8 | 4 | -6 | -1 | 1 | -11 | -7
O=C(NCCN1CCNCC1)c1ccccn1 | 5 | 16 | -5 | 6 | 13 | -14 | -3 | 0 | 3 | -7 | 15
O=C(NCCCN1CCN(c2ccccc2F)CC1)C1CCN(S(=O)(=O)N2CCOCC2)CC1 | 2 | -3 | 18 | 10 | -6 | 12 | -1 | 1 | -3 | 26 | -1
CC1=C([N+](=O)[O-])C(c2ccccc2Cl)NC(=O)N1 (stereo not given) | -4 | -8 | -2 | -19 | 6 | 10 | 5 | 5 | -4 | 25 | 13

The final three records of the part before lead into the next.
SMILES | ABHD5-PLIN5 inh | TWEAK Fn14 block | NOD2-RIPK2 inh | NCOA2 inhibitor | LRH-1 inv ag | COUP-TFII inh | SRC1 inh | TLR9-MyD88 block | Exocytosis inh | TROY NFkB inh | NCOA3 inh
O=C(NCCN1CCNCC1)c1ccccn1 | 5 | 16 | -5 | 6 | 13 | -14 | -3 | 0 | 3 | -7 | 15
O=C(NCCCN1CCN(c2ccccc2F)CC1)C1CCN(S(=O)(=O)N2CCOCC2)CC1 | 2 | -3 | 18 | 10 | -6 | 12 | -1 | 1 | -3 | 26 | -1
CC1=C([N+](=O)[O-])C(c2ccccc2Cl)NC(=O)N1 (stereo not given) | -4 | -8 | -2 | -19 | 6 | 10 | 5 | 5 | -4 | 25 | 13
CC(NC(=O)c1ccccc1F)c1nnc(SCC(=O)N2CCN(c3ccccc3)CC2)n1C (stereo not given) | 2 | -2 | -9 | 12 | 0 | -12 | 1 | -5 | -1 | 11 | 9
CN(CC(=O)Nc1ccccc1Cl)C(=O)c1cc(=O)[nH]c2ccccc12 | 8 | 6 | 3 | 11 | -20 | 9 | -1 | -6 | -1 | -5 | 26
C/C(=N\NC(=O)c1cc2c(s1)CCC(C)C2)c1cccnc1 (stereo not given) | -3 | -2 | -11 | -23 | -11 | 13 | -11 | -5 | 0 | -15 | -16
O=C(O)C(Cc1ccccc1)N=Cc1c(O)c2ccccc2oc1=O (stereo not given) | 3 | 0 | -2 | 12 | -5 | 9 | 7 | -1 | 1 | 18 | 6
N#C/C(=C\c1cccnc1)c1ccc([N+](=O)[O-])cc1 | 10 | -3 | -8 | -19 | 8 | -7 | 2 | 1 | -13 | -26 | 11
Cn1c(=O)n(C)c2cc([N+](=O)[O-])c(N3CCN(S(=O)(=O)c4ccccc4)CC3)cc21 | 4 | 14 | -1 | 6 | 25 | -2 | 11 | -2 | -3 | 7 | 21
CC1CC(C)CN(C(C(=O)NC2CCCCC2)c2cc3ccccc3o2)C1 (stereo not given) | 12 | -21 | -1 | -16 | 2 | 0 | 1 | . | 32 | 17 | -13
Cc1c(C(=O)N(C)C2CC(C)(C)NC(C)(C)C2)oc2c(F)cccc12 | 2 | 2 | -8 | -9 | 7 | 7 | -27 | -2 | 12 | 1 | 6
COC(=O)C(c1ccccc1)C(C(=O)OC)c1ccccc1 (stereo not given) | 7 | 14 | 4 | -19 | -1 | -16 | 6 | -12 | -8 | 6 | 1
O=C(CCn1cnc2ccccc2c1=O)Nc1ccc(S(=O)(=O)N2CCCCC2)cc1 | 3 | 1 | -4 | 24 | 12 | -1 | -6 | 0 | -3 | -9 | 15
O=C(NCCNC(=O)c1cc(F)cc(F)c1)c1cc(F)cc(F)c1 | 6 | -8 | -4 | -9 | 7 | 13 | 9 | -8 | -1 | -18 | -23
CC(NC(=O)CNC(=O)c1ccccc1F)c1ccc(-n2ccnc2)cc1 (stereo not given) | -2 | 5 | -8 | 2 | 7 | -8 | 1 | -10 | -5 | -1 | 3
COc1ccc(CCN(C)C(=O)C2CCN(Cc3ccccc3)CC2)cc1OC | -1 | -2 | -1 | 5 | -13 | 14 | -10 | 1 | 0 | -31 | -1
CSc1ccccc1NC(=O)Cc1ccccc1 | 1 | -9 | -9 | -3 | 6 | 0 | -32 | 2 | -2 | -11 | 7
O=C(O)Cc1ccc(NC(=O)COc2ccc3ccccc3c2)cc1 | -4 | -15 | -7 | 10 | -6 | 5 | -22 | -6 | -6 | 3 | 23
Clc1nssc1=Nc1ccc(Br)cc1 | 24* | -12 | -2 | 9 | 18 | 4 | -11 | 1 | 59* | 5 | 8
COc1ccc(CCNC(=O)C2CCN(S(=O)(=O)N3CCC(C)CC3)CC2)cc1OC | -8 | 20 | -10 | -26 | 2 | 27 | 1 | -13 | -2 | -1 | 11
O=C(Nc1ccc(S(=O)(=O)Nc2nccs2)cc1)c1cccc(N2C(=O)c3ccccc3C2=O)c1 | 0 | 8 | 8 | -7 | -6 | 16 | -10 | -7 | -14 | -3 | 11
COc1ccc(C(C)C)cc1-c1cc(C(=O)NCc2cc(C(F)(F)F)cc(C(F)(F)F)c2)[nH]n1 | -1 | -30 | -2 | -17 | 7 | 4 | -6 | . | -13 | -30 | -15
Cc1cc(C)c(C#N)c(SCC(=O)N(CCC#N)c2ccc3c(c2)OCCO3)n1 | -4 | -17 | -1 | -32 | 2 | 14 | -3 | -4 | -3 | 10 | 3
COc1ccc(CC(=O)N2CCC(C)(C(=O)NS(=O)(=O)C3CC3)C2)cc1OC (stereo not given) | 0 | -7 | 2 | -20 | -1 | -10 | 4 | . | -4 | -9 | -23
CCCN(CCC(=O)Nc1ccccc1F)CC1CC1 | 3 | -19 | -5 | -38 | -15 | -33 | 1 | -5 | 0 | -16 | 14
Cc1cccc(NC(=O)CN(CCc2ccccc2)S(C)(=O)=O)c1 | -9 | 11 | 1 | 27 | 0 | 0 | -21 | 6 | -1 | 12 | 4
Cc1cc(C)c(S(=O)(=O)NCc2ccccn2)cc1C | 6 | -11 | -14 | 10 | 7 | 1 | 9 | -8 | -9 | -37 | 11
COc1ccc(Br)cc1/C=N/n1c(COc2ccccc2)n[nH]c1=S | -6 | 4 | -18 | 0 | -10 | 2 | 14 | 7 | -15 | -9 | 12
CN1CCN(CC(=O)N(Cc2c(C#N)c3ccccc3n2C)c2ccccc2)CC1 | 5 | 8 | 5 | -2 | 5 | -1 | -17 | 0 | 2 | 7 | 13
COc1ccc(CCNc2nnc(Sc3nnnn3-c3ccccc3)s2)cc1OC | 1 | 38 | -1 | 34 | 26 | -69 | -2 | 2 | -8 | 25 | 24
O=C(CSCc1ccccc1Cl)NNC(=O)c1ccccc1 | -3 | 10 | 8 | -7 | -12 | -8 | 3 | 0 | -3 | -21 | -23
CCC1CCC2(CC1)NNC(=S)NN2 | -14 | 19 | 6 | 43 | -24 | 15 | 0 | -4 | -2 | 29 | 23
COc1cccc(NC(=O)C(c2ccccc2)N2CCNC(=O)C2)c1 (stereo not given) | -1 | -6 | 1 | . | 20 | . | -20 | 7 | -3 | -28 | 10
CN(CC(=O)NCc1ccc2c(c1)OCO2)CC(=O)Nc1ccc(F)c(F)c1F | -6 | -7 | -6 | -13 | -3 | -5 | -3 | -4 | -1 | 7 | 2
COc1ccc(Cc2nnc(NC(=O)c3ccc(Cl)c([N+](=O)[O-])c3)s2)cc1 | 2 | -5 | -1 | -2 | 8 | 0 | -8 | -3 | 1 | 26 | 11
O=C(NCC1CCCO1)c1cccc(F)c1 (stereo not given) | -5 | -9 | -5 | -40 | 1 | 1 | -6 | 0 | -2 | -2 | 4
CCCCN1C(Nc2ccccc2)=NC[C@@H]1Cc1ccccc1 | 2 | 1 | -6 | -7 | 21 | -15 | 2 | 3 | -1 | -21 | -1
O=C(Cc1ccccc1F)Nc1ccc(S(=O)(=O)Nc2ncccn2)cc1 | 3 | -2 | 6 | -9 | -6 | -3 | -18 | 10 | 3 | 10 | -8
CCCCCOc1ccc(Br)cc1/C(C)=N/NC1=NCCN1 | 7 | 20 | 23* | 33 | 20 | -61 | 8 | 9 | 21 | 36 | -3
C=CCc1cc(Cl)ccc1OCCOCCNCCOC | 9 | 0 | -11 | 14 | 12 | 12 | -25 | -6 | 1 | -7 | 3

Source: PubChem
